Screens (PubChem)
STK33 inh: human STK33 kinase inhibition; Q9BYT3; purified STK33, MBP phosphorylation, ADP-Glo luminescence; inhibition, % at 10 µM; actives 0.073% (n = 320,000); AID 2661;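 active = inhibition at or above 25%, using the most active replicate where run in duplicate; inactive = inhibition below 25%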
Target sequence (Q9BYT3 whole entry, looked up): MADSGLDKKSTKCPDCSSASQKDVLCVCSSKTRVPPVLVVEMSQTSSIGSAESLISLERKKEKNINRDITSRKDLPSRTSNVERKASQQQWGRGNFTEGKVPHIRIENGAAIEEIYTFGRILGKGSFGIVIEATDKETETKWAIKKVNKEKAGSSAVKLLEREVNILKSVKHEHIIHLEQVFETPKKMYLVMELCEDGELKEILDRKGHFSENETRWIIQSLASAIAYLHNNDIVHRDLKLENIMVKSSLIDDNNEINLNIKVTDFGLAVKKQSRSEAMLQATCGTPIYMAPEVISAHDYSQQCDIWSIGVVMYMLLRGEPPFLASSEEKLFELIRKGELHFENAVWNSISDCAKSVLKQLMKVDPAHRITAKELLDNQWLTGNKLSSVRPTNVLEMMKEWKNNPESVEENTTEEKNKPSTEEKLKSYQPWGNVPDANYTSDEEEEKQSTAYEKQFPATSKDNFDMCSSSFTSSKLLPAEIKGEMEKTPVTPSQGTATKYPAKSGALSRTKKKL
KCNQ2 inh: KCNQ2 potassium channel inhibitors, primary screen, cell-based, CHO-K1, FluxOR thallium flux, B-score (AID 2156); O88943; 20 min; active compounds read low; B-score at 10 µM; actives 1.1% (n = 310,000);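 active = fluorescence ratio B-score at most minus 3 library SDs, with starting brightness B-score within 2 library SDs, cut at about -5.5 in these data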
OX1R antag: blocks the human orexin 1 receptor | O43613 | OX1R-expressing cells, FRET antagonist read-out | inhibition, % at 6.6 µM | actives 1.8% (n = 330,000) | AID 485270; in the data active = inhibition mostly above about 38%, no sharp cut-off; inactive = mostly below about 40%;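 also: 0% = agonist challenge alone and 100% = reference antagonist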
Target sequence (O43613 whole entry, looked up): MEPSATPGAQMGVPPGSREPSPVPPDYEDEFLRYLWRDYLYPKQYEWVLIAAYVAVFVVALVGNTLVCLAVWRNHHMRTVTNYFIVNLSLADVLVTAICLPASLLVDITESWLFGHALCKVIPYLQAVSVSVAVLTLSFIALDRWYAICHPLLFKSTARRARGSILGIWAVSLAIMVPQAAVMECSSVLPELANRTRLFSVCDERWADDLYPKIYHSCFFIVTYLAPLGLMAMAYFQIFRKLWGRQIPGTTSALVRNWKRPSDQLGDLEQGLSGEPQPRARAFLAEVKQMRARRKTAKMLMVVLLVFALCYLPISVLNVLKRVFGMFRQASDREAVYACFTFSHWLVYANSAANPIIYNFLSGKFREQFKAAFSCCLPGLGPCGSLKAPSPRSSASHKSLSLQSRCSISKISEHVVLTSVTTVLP
The depositor's hits bear a star.

Results for COCCC1CCCCN1C(=O)c1cc(COc2ccc(-n3cncn3)cc2)on1 (stereo not drawn) ?
STK33 inh: -1.3; KCNQ2 inh: inactive; OX1R antag: 47

Results for CCOc1ccccc1CNS(=O)(=O)c1ccc2c(c1)C(C)(C)C(=O)N2C ?
STK33 inh: 0.9; KCNQ2 inh: inactive; OX1R antag: 18

What do the screens show for `CC(C)(C)OC(=O)C[C@@H]1C/C=C\C[C@@H](CC(=O)N(CCO)Cc2ccccc2)C(=O)NCCOC1=O`?
STK33 inh: 0.5; OX1R antag: 10

What do the screens show for `COc1ccc(C(=O)O)cc1S(=O)(=O)Nc1cccc(C)c1`?
STK33 inh: -1.1; KCNQ2 inh: inactive; OX1R antag: 16

What do the screens show for `O=C(NC(=S)Nc1cccc(Cl)c1N1CCCCC1)c1ccc2c(c1)OCCO2`?
STK33 inh: -1.7; KCNQ2 inh: inactive; OX1R antag: 4

How did O=C(CSc1ccccc1C(=O)NCCCN1CCCC1=O)NCc1ccco1 do in these assays?
STK33 inh: -1.7; KCNQ2 inh: inactive; OX1R antag: 13

Results for COc1ccc(C(=O)NNC(=O)C(=O)NCc2ccccc2)cc1 ?
STK33 inh: -0.8; KCNQ2 inh: inactive; OX1R antag: 5

What do the screens show for `O=C(CCc1ccccc1)N1CCN(c2ccc(Cl)cc2)CC1`?
STK33 inh: -2.5; KCNQ2 inh: inactive; OX1R antag: -2

Results for O=C(CCNS(=O)(=O)c1ccc(Br)cc1)NCc1ccc2c(c1)OCO2 ?
STK33 inh: 1.3; KCNQ2 inh: inactive; OX1R antag: 11

Results for O=C(COC(=O)c1ccccc1NS(=O)(=O)c1cccs1)NC1CCCCC1 ?
KCNQ2 inh: inactive; OX1R antag: 15

How did CCCCCC(=O)NC(NC(=S)N1CCOCC1)C(Cl)(Cl)Cl (stereo not drawn) do in these assays?
STK33 inh: -3.5; KCNQ2 inh: inactive; OX1R antag: 11

What do the screens show for `COc1ccc(C(CNC(=O)c2ccc(Cl)s2)N2CCOCC2)cc1` (stereo not drawn)?
STK33 inh: -0.5; KCNQ2 inh: inactive; OX1R antag: 13

Results for O=C(NCCc1ccco1)c1cc(COc2cccc(C(F)(F)F)c2)on1 ?
STK33 inh: 1.3; KCNQ2 inh: inactive; OX1R antag: 2

How did CCOC(=O)CSc1nc2c(sc(=S)n2-c2ccccc2)c(=O)[nH]1 do in these assays?
STK33 inh: -1.1; KCNQ2 inh: inactive; OX1R antag: 42

How did Cc1ccc(NC(=O)c2ccc(S(=O)(=O)NCc3ccco3)cc2)cc1 do in these assays?
STK33 inh: -0.1; KCNQ2 inh: inactive; OX1R antag: 8

What do the screens show for `Cc1ccc(C)c(-n2c(SCC(=O)Nc3nnc(C)s3)nnc2-c2ccoc2C)c1`?
STK33 inh: -0.1; KCNQ2 inh: inactive; OX1R antag: 5

Results for COCCN(C(=O)CNC(=O)c1ccco1)C(C(=O)NC1CCCC1)c1ccc(OC)cc1 (stereo not drawn) ?
STK33 inh: -2.2; KCNQ2 inh: inactive; OX1R antag: 6

What do the screens show for `CCc1nc2ccccc2n1CC(=O)N1CCN(S(=O)(=O)c2cccc(C(F)(F)F)c2)CC1`?
STK33 inh: -4.1; KCNQ2 inh: inactive; OX1R antag: -2

Results for O=C(O)c1ccc(Nc2ccc([N+](=O)[O-])c3nonc23)cc1 ?
STK33 inh: 1.0; KCNQ2 inh: inactive

Results for Cc1cccnc1NC(=O)c1nn(C)c2c1CS(=O)(=O)c1ccccc1-2 ?
STK33 inh: -1.5; KCNQ2 inh: inactive; OX1R antag: 1

How did CCN1CCN(S(=O)(=O)c2ccc(Cl)c(C(=O)N(C)CCOc3ccc(Cl)cc3)c2)CC1 do in these assays?
STK33 inh: -0.8; KCNQ2 inh: inactive; OX1R antag: 20

What do the screens show for `CC(=O)Nc1ccc(SCC(=O)N(CCC#N)c2ccc(C)cc2)cc1`?
STK33 inh: 0.2; KCNQ2 inh: inactive; OX1R antag: 8

Results for CSC1=NC2(CCCCC2)C2=C(CCCC2)N1 ?
STK33 inh: -1.4; KCNQ2 inh: inactive; OX1R antag: 4

Results for CC(C)CNC(=O)c1nn(Cc2ccccc2)c(=O)c2ccccc12 ?
STK33 inh: -0.3; KCNQ2 inh: inactive; OX1R antag: 9

What do the screens show for `C=CCN1C(=O)C2(OCCCO2)c2cc(Cl)ccc21`?
STK33 inh: -1.5; KCNQ2 inh: inactive; OX1R antag: 18

How did Oc1ccc(N2CCN(c3ncnc4sc5c(c34)CCC5)CC2)cc1 do in these assays?
STK33 inh: -0.7; KCNQ2 inh: inactive; OX1R antag: 24

Results for CC(=O)C1=C(C)N(Cc2ccccc2)C(=O)N[C@H]1c1cccc(C(F)(F)F)c1 ?
STK33 inh: -0.4; KCNQ2 inh: inactive; OX1R antag: 14

Results for Cc1cc(C)n2nc(C(=O)OCC(=O)N(CCC#N)c3ccc(F)cc3)nc2n1 ?
KCNQ2 inh: inactive; OX1R antag: 2

What do the screens show for `COc1ccc(C)cc1NC(=O)CSc1nc2ccccc2nc1N1CCCCC1`?
STK33 inh: -0.7; KCNQ2 inh: inactive; OX1R antag: 16

What do the screens show for `CCOc1ccc(N2C(=O)CC(NC3CCN(C(=O)c4cccc(Cl)c4)CC3)C2=O)cc1` (stereo not drawn)?
STK33 inh: -0.8; KCNQ2 inh: inactive; OX1R antag: 10

What do the screens show for `Cc1cc(S(=O)(=O)N2CCCC2)ccc1OCC(=O)Nc1ccc(C(N)=O)cc1`?
STK33 inh: 0.2; OX1R antag: 0

How did Cn1c(=O)[nH]c(=O)c2c1ncn2CCN1CCCCC1 do in these assays?
STK33 inh: -1.1; KCNQ2 inh: inactive; OX1R antag: 25

What do the screens show for `COc1ccc(C(=O)NCC(=O)N2CCN(c3ccccc3)CC2)cc1`?
STK33 inh: -1.6; KCNQ2 inh: inactive; OX1R antag: 18

How did CCCc1nc(C)c(-c2ccc(OC)c(OC)c2)c(=O)[nH]1 do in these assays?
STK33 inh: -0.6; KCNQ2 inh: inactive; OX1R antag: 3

How did CC(OC(=O)c1cc2c(s1)CCCCC2)C(=O)NC(N)=O (stereo not drawn) do in these assays?
STK33 inh: 0.3; KCNQ2 inh: inactive; OX1R antag: 5

How did CCc1cc2c(=O)c(-c3nc4ccccc4n3C)coc2c(CN2CCCC(C)C2)c1O (stereo not drawn) do in these assays?
STK33 inh: 1.0; KCNQ2 inh: inactive; OX1R antag: 4

How did COc1ccccc1C(=O)N1CCN(Cc2c[nH]c3ccccc23)CC1 do in these assays?
STK33 inh: -0.5; KCNQ2 inh: inactive; OX1R antag: 2

Results for COc1cc(-c2nnc(COC(=O)c3cccn3C)o2)cc(OC)c1OC ?
STK33 inh: 0.3; KCNQ2 inh: inactive; OX1R antag: 20

What do the screens show for `Cc1ccc(NC(=O)CSc2nc(C)c(Cc3ccccc3)c(=O)[nH]2)cc1`?
STK33 inh: 4.7; KCNQ2 inh: inactive; OX1R antag: 30

Results for O=C(Nc1cccnc1)C1CC(c2ccc(Cl)c(Cl)c2)=NO1 (stereo not drawn) ?
STK33 inh: 0.9; KCNQ2 inh: inactive; OX1R antag: 9

Results for COC(=O)c1ccc(CN2C(=O)c3ccccc3S2(=O)=O)cc1 ?
STK33 inh: 0.1; KCNQ2 inh: inactive; OX1R antag: 14

Results for O=[N+]([O-])c1ccc(Nc2ccccc2)nc1 ?
STK33 inh: 2.5; KCNQ2 inh: inactive; OX1R antag: 38

How did Cc1ccccc1/C=C1\SC(=S)N(/N=C/c2cc([N+](=O)[O-])ccc2O)C1=O do in these assays?
STK33 inh: -0.9; KCNQ2 inh: inactive; OX1R antag: 27

What do the screens show for `COc1ccc(/C=C/C(=O)Oc2ccc(/C=N/NC(=O)COc3c(C)cccc3C)cc2)cc1`?
STK33 inh: -0.5; KCNQ2 inh: inactive; OX1R antag: 13

What do the screens show for `Cc1cc(C)c2[nH]c(=O)c(C(c3nnnn3Cc3ccc4c(c3)OCO4)N3CCCCC3)cc2c1` (stereo not drawn)?
STK33 inh: -1.1; KCNQ2 inh: inactive; OX1R antag: 8

How did COc1cccc(C(=O)NCCS(=O)(=O)N2CCC3(CC2)OCCO3)c1 do in these assays?
STK33 inh: -1.1; KCNQ2 inh: inactive; OX1R antag: 29

Results for Nc1c(C(=O)Nc2nc3ccccc3s2)sc2nc(-c3cccs3)ccc12 ?
STK33 inh: 3.2; KCNQ2 inh: inactive; OX1R antag: 41

What do the screens show for `COc1cccc(CCNC(=O)c2cccc(NC(=O)C3=C(C)OCCS3)c2)c1`?
STK33 inh: -0.8; KCNQ2 inh: inactive; OX1R antag: 22

What do the screens show for `COC(=O)CSC1=C(C#N)C(c2cccc(OC)c2)CC(=O)N1` (stereo not drawn)?
STK33 inh: 0.4; KCNQ2 inh: inactive; OX1R antag: 4

How did COc1ccc(OC)c2sc(N3CCN(c4ccccc4)CC3)nc12 do in these assays?
STK33 inh: 2.9; KCNQ2 inh: inactive; OX1R antag: 6

Results for CCOC(=O)C1=C(C)NC(=O)NC1c1cccs1 (stereo not drawn) ?
STK33 inh: 0.0; KCNQ2 inh: inactive; OX1R antag: 2

Results for Cc1cc2ncc(S(=O)(=O)c3ccccc3)c(N)n2n1 ?
STK33 inh: 2.3; KCNQ2 inh: inactive; OX1R antag: 8

What do the screens show for `O=C(Nc1ccccn1)c1cccc(S(=O)(=O)N2CCCCC2)c1`?
STK33 inh: 0.3; KCNQ2 inh: inactive; OX1R antag: 26

How did CC1CN(C(=S)c2cccc([N+](=O)[O-])c2)CC(C)O1 (stereo not drawn) do in these assays?
STK33 inh: -0.9; KCNQ2 inh: inactive; OX1R antag: 18

How did CCOC(=O)C1CCN(C(=O)Cn2nc(C)c3c(C)n(-c4ccccc4)nc3c2=O)CC1 do in these assays?
STK33 inh: 0.9; KCNQ2 inh: inactive; OX1R antag: 9

Results for COc1ccc(OC)c(-c2nnc(SCC(=O)N3CCCc4ccccc43)o2)c1 ?
STK33 inh: 0.4; KCNQ2 inh: inactive; OX1R antag: 16

Results for CCOC(=O)c1sc(NC(=O)CCCn2nc([N+](=O)[O-])c(Cl)c2C)c(C(=O)OCC)c1C ?
STK33 inh: 0.4; KCNQ2 inh: inactive; OX1R antag: 1

Results for COc1ccc(N2CCN(C(=O)c3ccc4c(Cl)c5c(nc4c3)CCCC5)CC2)cc1 ?
STK33 inh: -0.2; KCNQ2 inh: inactive; OX1R antag: -1

How did O=C1CC(Nc2cc(=O)[nH]c(=O)[nH]2)C(=O)N1c1ccccc1Cl (stereo not drawn) do in these assays?
STK33 inh: -2.5; KCNQ2 inh: inactive; OX1R antag: 3

What do the screens show for `CCOC(=O)c1c(NC(=O)C2C3C=CC(C3)C2C(=O)O)sc2c1CCC(CC)C2` (stereo not drawn)?
STK33 inh: -0.1; KCNQ2 inh: inactive; OX1R antag: 6

Looked up one by one from the list above:
Results for COc1ccc(N2CCN(C(=O)c3ccc4c(Cl)c5c(nc4c3)CCCC5)CC2)cc1 ?
STK33 inh: -0.2; KCNQ2 inh: inactive; OX1R antag: -1

Results for Cc1cc2ncc(S(=O)(=O)c3ccccc3)c(N)n2n1 ?
STK33 inh: 2.3; KCNQ2 inh: inactive; OX1R antag: 8

What do the screens show for `COC(=O)CSC1=C(C#N)C(c2cccc(OC)c2)CC(=O)N1` (stereo not drawn)?
STK33 inh: 0.4; KCNQ2 inh: inactive; OX1R antag: 4

New compounds follow:
Results for Cc1ccc(S(=O)(=O)N2CCN(C(=O)c3ccccc3)C2C(C)C)cc1 (stereo not drawn) ?
STK33 inh: -0.5; KCNQ2 inh: inactive; OX1R antag: 15

Results for O=c1[nH]c(C2CCN(S(=O)(=O)c3ccccc3C(F)(F)F)CC2)nc2c1nnn2Cc1cccc(F)c1 ?
STK33 inh: -0.4; KCNQ2 inh: inactive; OX1R antag: 10

Results for CCOCCCNC(=O)C1CCN(S(=O)(=O)N2CCCCC2)CC1 ?
STK33 inh: -3.0; KCNQ2 inh: inactive; OX1R antag: 8

Results for CCOC(=O)c1ccc(-c2ccc3[nH]c4ccccc4c(=O)c3c2)cc1F ?
STK33 inh: -0.4; KCNQ2 inh: inactive; OX1R antag: 28

In the list so far, 3 contain a cyano group.
What do the screens show for `CC(=O)Nc1ccc(SCC(=O)N(CCC#N)c2ccc(C)cc2)cc1`?
STK33 inh: 0.2; KCNQ2 inh: inactive; OX1R antag: 8

Results for Cc1cc(C)n2nc(C(=O)OCC(=O)N(CCC#N)c3ccc(F)cc3)nc2n1 ?
KCNQ2 inh: inactive; OX1R antag: 2

What do the screens show for `COC(=O)CSC1=C(C#N)C(c2cccc(OC)c2)CC(=O)N1` (stereo not drawn)?
STK33 inh: 0.4; KCNQ2 inh: inactive; OX1R antag: 4

Random draw from the library; any-hit rate near 2.7%.
